Compound activity deposited in PubChem BioAssay by MTDP.
RNase H inhibition – RNase H inhibition, HIV 1 Gag Pol polyprotein, FRET biochemical assay, screening (AID 372); HIV-1 RT RNase H, FRET RNA/DNA substrate fluorescence; higher % means a stronger effect; inhibition, % at 10 µM, or IC50 in µM where a hit was titrated; 100,000 tested, 0.77% active; in the data active = inhibition above about 50%
The depositor's hits bear a star. An excerpt; the hit share may differ from the screen's.

SMILES	RNase H inhibition
CCOc1ccc(Nc2nc(-c3c(C)nc4ccccn34)cs2)cc1	21.0%
COC(=O)c1ccccc1NC(=O)/C=C/c1ccccc1Cl	12.0%
